Tat export inh = blocks Tat-dependent protein export in E. coli. E. coli MC4100 TorA-mCherry Tat export, fluorescence. inhibition, % at 10 µM. 0.036% of 340,000 active. AID 488895;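 active = mean replicate inhibition at least 50% and at least half of replicates individually reaching 50%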;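 also: exported cargo escapes ClpAP degradation while cytoplasmic cargo is degraded and loses fluorescence; 0% = median of neutral control wells and 100% = median of NaSCN control wells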
PKA-R2B activ = PKA-R2B complex activation; P22694+P31323; PKA-R2B holoenzyme dissociation, Cy5-IP20 fluorescence polarization; R2B truncated from residue 108, S112A mutant; 0% DMSO only, 100% 113 µM cGMP; activation, % at 11.4 µM; 0.079% of 340,000 active; AID 504700;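 active = activation above a cutoff set at the mean over all compounds plus 3 SD, cut at about 18% in these data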;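 also: higher means more holoenzyme dissociation and a rise in polarization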
OPRM1-OPRD1 ag = OPRM1-OPRD1 heterodimerization agonism | P35372+P41143 | AID 504326 | 0.3% of 340,000 active | activation, % at 9.3 µM | cells, luminescence; in the data active = activation above about 18%;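 also: 0% = vehicle-treated cells and 100% = reference agonist; values of inactives mirror those of a sister screen read the other way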
Target sequence (P35372 whole entry, looked up): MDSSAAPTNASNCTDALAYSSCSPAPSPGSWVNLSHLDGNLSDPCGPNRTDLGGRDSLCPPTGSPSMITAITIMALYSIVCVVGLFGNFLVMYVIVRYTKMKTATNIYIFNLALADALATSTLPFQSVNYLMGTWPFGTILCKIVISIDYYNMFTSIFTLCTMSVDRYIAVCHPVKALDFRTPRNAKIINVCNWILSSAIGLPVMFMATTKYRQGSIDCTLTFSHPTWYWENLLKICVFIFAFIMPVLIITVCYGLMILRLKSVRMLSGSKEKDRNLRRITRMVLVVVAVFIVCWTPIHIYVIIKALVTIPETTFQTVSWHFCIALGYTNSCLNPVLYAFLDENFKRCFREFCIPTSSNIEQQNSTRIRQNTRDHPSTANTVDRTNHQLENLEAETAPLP
Target sequence (P41143 whole entry, looked up): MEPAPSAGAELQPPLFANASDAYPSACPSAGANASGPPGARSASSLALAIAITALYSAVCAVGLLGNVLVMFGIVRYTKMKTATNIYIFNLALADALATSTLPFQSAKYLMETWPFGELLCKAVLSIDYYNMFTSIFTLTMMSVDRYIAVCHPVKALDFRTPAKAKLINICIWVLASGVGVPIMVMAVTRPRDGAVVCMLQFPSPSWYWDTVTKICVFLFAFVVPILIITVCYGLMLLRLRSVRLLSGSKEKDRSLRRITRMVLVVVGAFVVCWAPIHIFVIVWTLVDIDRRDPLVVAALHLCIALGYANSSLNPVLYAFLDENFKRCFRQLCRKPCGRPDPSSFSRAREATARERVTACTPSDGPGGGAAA
phage Ecoli inh = E. coli growth loss with phage present; growth absorbance; 0.26% of 360,000 active; inhibition, % at 11.9 µM; AID 651602; in the data active = inhibition above about 11%
PfHsp90 set2 = growth inhibition of yeast expressing Plasmodium Hsp90 | 0.32% of 310,000 active | S. cerevisiae expressing PfHsp90, BacTiter-Glo ATP, 48 h; yeast lacking PDR1 and PDR3 efflux regulators | inhibition, % at 9.4 µM | AID 504621;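 active = every replicate shows inhibition above about 80%, whatever the replicate mean, limit read from the data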;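 also: 0% = DMSO neutral controls and 100% = 20 µM radicicol positive controls; yeast relying on Plasmodium falciparum Hsp90 in place of its own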
PKA-R1A activ = PKA-R1A complex activation; P00514+P68181; PKA-R1A dissociation, Cy5-IP20 fluorescence polarization; scaled: DMSO 0%, 113 µM cGMP 100%; activation, % at 11.4 µM; 0.083% of 340,000 active; AID 504707;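 active = percent activation above the mean of all tested compounds plus 3 SD, cut at about 19% in these data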;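 also: higher means more PKAc released from R1A so a rise in polarization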
HTR5A inv ctr = counter-screen for OPRM1-OPRD1 inverse agonists: human HTR5A inverse agonism | P47898 | HTR5A cell line, luminescence | inhibition, % at 9.3 µM | 0.083% of 340,000 active | AID 504634; in the data active = inhibition mostly above about 23%, no sharp cut-off; inactive = mostly below about 18%;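 also: 0% = cells with DMSO and 100% = no-cell wells with DMSO; some compounds called inactive have numbers as strong as hits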
E coli growth = bacterial growth inhibition, counter-screen for AddAB inhibitors | E. coli V3065 growth, OD600 absorbance, 18 h | inhibition, % at 11.9 µM | 0.27% of 330,000 active | AID 449728;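 active = inhibition above the campaign's mean inhibition across all tested compounds plus 3 SD, cut at about 9.9% in these data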;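 also: uninfected addAB+ strain grown without phage in ampicillin broth; 0% = DMSO wells and 100% = ciprofloxacin 0.95 µg/ml wells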
MOR-DOR inv ag = mu-delta opioid heterodimer inverse agonism; cell-based MOR-DOR heterodimer luminescence; P35372+P41143; inhibition, % at 9.3 µM; 0.21% of 340,000 active; in the data active = inhibition above about 22%, passing the limit was not always enough;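 also: 0% = cells with DMSO and 100% = wells without cells with DMSO; values of inactives mirror those of a sister screen read the other way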
Mot1-301 SUMO = blocks SUMOylation pathway, rescuing yeast Mot1-301 growth; growth rescue, % at 18.8 µM; S. cerevisiae Mot1-301 growth rescue, ATP luminescence, 38.5C; percent above DMSO median, 100 means doubled; 1% of 320,000 active;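 active = every valid replicate shows activation above 250% relative to neutral control wells; inactive = the rest, any valid replicate at or below 250%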;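 also: OY570 slx delta 5 strain wells were the positive control but not used for scaling; some compounds called inactive have numbers as strong as hits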
AddAB inh = less growth of phage-infected E. coli with AddAB | AID 435030 | E. coli expressing H. pylori AddAB, absorbance growth | inhibition, % at 11.9 µM | 0.29% of 330,000 active; in the data active = inhibition above about 12%;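 also: 0% = vehicle wells of infected cells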
Numbers without * were called inactive; · = no result given.

SMILES	Tat export inh	PKA-R2B activ	OPRM1-OPRD1 ag	phage Ecoli inh	PfHsp90 set2	PKA-R1A activ	HTR5A inv ctr	E coli growth	MOR-DOR inv ag	Mot1-301 SUMO	AddAB inh
CN(C)CCCn1c2c(c(SCC(=O)Nc3cccc4ccccc34)nc1=O)CCCC2	4	-10	0.5	-0.6	-13	-6	17	-3.2	-4	-10	0.9
Cc1ccc(NC(=O)CC2(CC(=O)O)CCCC2)cc1	-8	11	-2.3	0.6	9	-9	-10	-0.7	10	-19	2.7
COCCn1c(COC)nc2ccccc21	7	2	-0.8	0.7	4	-18	-7	-0.2	4	62	2.1
O=c1c2c([N+](=O)[O-])cc([N+](=O)[O-])cc2sn1-c1ccc(Br)cc1	-5	-6	3.7	·	-8	-11	-26	2.0	-19	-12	-0.5
S=c1[nH]nc(Cn2c(-c3ccccn3)nc3ccccc32)n1-c1ccc2c(c1)OCCO2	2	1	-1.8	1.2	-4	-1	-6	0.7	9	-5	5.1
CN1C(=S)SC(/[N+]([O-])=C/c2cccnc2)C1(C)C (stereo not drawn)	4	-5	-1.7	0.8	5	4	-18	-0.8	9	275	-0.7
Cc1cc(C)c2ccc(N)nc2c1O	7	3	0.0	4.0	-19	-8	-45	8.1	0	·	7.3
Cc1cc2nc(-c3ccc(SCC(=O)Nc4ccc(S(=O)(=O)NC5CC5)cc4)nc3)[nH]c2cc1C	-2	9	6.6	4.1	-19	-11	-21	-0.3	-44	-5	1.9
CC(C)Oc1ccc2ccccc2c1C=O	-4	-18	0.8	1.3	-10	0	-17	-1.6	-4	4	2.1
CN1CCN(c2ccc(S(=O)(=O)N3CCCCC3)cc2[N+](=O)[O-])CC1	-9	4	0.2	1.2	-9	-2	36	2.5	-1	21	1.6
O=C(N/N=C/c1ccc2c(c1)OCO2)c1ccccn1	2	0	1.9	2.8	·	-9	3	-0.7	-11	-8	2.1
COc1cc(C(=O)Nc2ccc(N(C)C)cc2)c([N+](=O)[O-])cc1OC	-4	-1	-3.9	4.2	16	-8	4	0.8	18	-9	2.8
CNC(=O)c1ccccc1F	-3	3	-3.0	3.3	-3	0	-38	-0.6	17	1	0.9
COc1ccccc1CNC(=O)CN1C(=O)NC(C)(c2ccc(C(C)(C)C)cc2)C1=O (stereo not drawn)	-3	-15	-2.7	0.7	16	7	1	-2.3	12	14	0.5
CNC(=O)C1=NCCCc2cc(OC)c(OC)cc21	-4	2	-0.9	0.8	2	-8	27	0.3	5	-11	1.2
O=C(N/N=C/c1cc(Br)c(O)c(Br)c1)c1cccnc1	14	0	-4.0	1.0	-18	-7	20	-1.7	18	2	2.4
CC1CCCC(NC(=O)C2CCN(S(=O)(=O)c3cccc4nonc34)CC2)C1C (stereo not drawn)	2	-4	-2.0	0.6	12	4	26	-1.8	13	-2	1.2
O=C(NCC1CCCO1)c1nn2c(c1Cl)NC(c1ccc(F)cc1)CC2C(F)(F)F (stereo not drawn)	2	3	-0.3	-0.8	·	11	-7	-0.5	2	33	1.3
O=c1[nH]nnc2c1sc1nc(N3CCOCC3)c3c(c12)CCCC3	-1	-9	-1.5	4.8	-9	-12	-9	2.1	8	3	2.2
CN(Cc1c(C(=O)N/N=C/c2ccccc2)nnn1-c1nonc1N)c1ccccc1	3	2	-0.1	1.4	-2	-12	6	3.0	0	-25	4.6
COc1ccc(Cl)cc1N(C(C)=O)c1nc(C)cc(C)c1C#N	9	6	-1.8	3.3	-23	-8	-10	-2.3	9	21	-2.6
CCCCc1nc2ccccc2[nH]1	-8	10	-2.3	3.3	-14	5	13	-0.2	11	-2	1.4
Cc1ccc(NC(=O)C2CCN(S(=O)(=O)c3cc([N+](=O)[O-])ccc3Cl)CC2)nc1	-13	11	5.5	0.8	-8	3	10	-1.5	-21	29	-0.7
CCCCNC(=O)c1cc2c(=O)n3cccc(C)c3nc2s1	-6	6	-3.4	4.6	52	-14	-9	-1.4	15	163	-0.8
O=C1CCCN2N=C(SCC(=O)Nc3ccc(Br)cc3)SC2=N1	-6	-7	-0.7	2.5	-13	4	14	0.8	4	-5	1.1
COC(=O)/C=C/c1ccc(-n2ccnc2)cc1	13	1	-2.6	0.1	29	4	-1	-0.1	13	10	0.8
Cc1cc(C)nc(NN2C(=O)/C(=C/c3ccccc3)SC2=S)n1	8	6	4.6	2.0	17	0	-8	-4.0	-25	-11	-3.7
CN(CCO)c1nc(N)c(C#N)c(CC#N)c1C#N	1	-1	-0.9	2.5	14	3	-20	-1.0	5	-3	1.2
O=C(/C=C/c1ccc([N+](=O)[O-])cc1)NCc1ccco1	-4	-3	-0.6	2.5	-1	-4	-19	-2.6	3	2	-0.3
COc1ccc(-c2nc(-c3ccc(C(=O)O)cc3)no2)cc1	-9	1	-2.7	0.0	-13	5	-21	-0.1	15	-1	-0.2
Cn1cnnc1SCC(=O)Nc1ccccc1F	-6	-4	-0.9	0.3	-5	-3	28	-0.2	5	490	2.1
CCS(=O)(=O)c1ccc(O)c(NC(=O)Nc2cccc3ccccc23)c1	-5	2	-1.5	-1.0	8	-3	2	0.0	8	0	2.1
CCOc1ccc(NC(=O)C/C(C)=N/NC(=O)COc2ccc(Br)cc2C)cc1	1	7	1.5	-1.6	19	10	-24	-2.2	-8	-3	1.5
CSc1ncccc1C(=O)OCC(=O)N1CC2(C)CC1CC(C)(C)C2 (stereo not drawn)	1	10	-2.6	3.5	-4	1	11	-0.7	13	·	1.6
Cc1cc(C(F)F)n2nc(C(=O)Nc3ccc(S(=O)(=O)N4CCCCCC4)cc3)nc2n1	-1	-5	-2.5	0.4	15	6	15	-1.2	15	-4	2.9
COC(=O)[C@]1(Cc2ccccc2)N[C@H](CN(C)C(=O)Nc2ccc(F)cc2)[C@@H]2C(=O)N(C)C(=O)[C@@H]21	-1	1	-3.3	3.2	-7	4	8	0.7	16	18	2.4
CCC(c1nnnn1CCc1ccccc1)N1CCN(c2ccc(OC)cc2)CC1 (stereo not drawn)	13	4	-0.6	0.6	-12	0	-5	-0.4	4	·	0.7
COc1ccc(C(C(=O)NC(C)(C)C)N(C(=O)CCC(=O)Nc2cc(C)on2)c2ccccc2F)cc1 (stereo not drawn)	0	-12	-0.7	0.9	9	-5	7	0.9	4	5	1.5
CCOc1ccc(CCNC(=O)CS(=O)(=O)Cc2nc(-c3ccc(OC)cc3)oc2C)cc1	-1	-4	-2.3	-0.9	-11	-5	8	-2.6	12	28	1.2
CCS(=O)(=O)n1nc(-c2ccccc2)nc1NCc1ccco1	1	-3	-3.1	1.3	1	2	-10	0.2	15	-2	1.2
Cc1ccccc1NC(C)C(=O)N/N=C/c1ccccc1OCc1cccc(Br)c1 (stereo not drawn)	2	4	3.4	3.6	5	-1	-6	-2.0	-19	-13	3.9
CCOc1ncccc1C(=O)Nc1cc(S(=O)(=O)N(CC)CC)ccc1N1CCOCC1	0	7	-1.9	-0.5	·	13	-25	-1.2	7	3	2.9
O=C(N/N=C/c1ccc(O)cc1)Nc1cccc2nsnc12	2	-2	2.6	1.4	-11	-5	10	-0.6	-12	36	0.2
CSc1ccccc1NC(=O)COc1nsnc1N1CCOCC1	-8	-3	-0.8	1.8	-11	-6	0	-0.4	4	413*	1.4
NC(=S)N=Nc1c(O)n(Cc2ccc(F)cc2)c2ccccc12	1	-3	1.4	2.6	-6	6	-25	-3.8	-7	210	-2.2
Cc1ccc2nc3n(c(=O)c2c1)CCCCC3	-1	-3	0.6	1.0	11	6	3	-5.0	-4	1	0.8
CCCCn1nnnc1SCC(=O)c1cc(Cl)ccc1OC	10	3	2.8	-0.5	-3	5	-2	-3.0	-17	448	3.6
O=C(Nc1cccnc1)c1cccnc1Cl	0	1	-2.6	1.2	·	4	-9	-0.9	15	339*	0.9
Cc1cc(C)n2nnnc2n1	-7	1	-2.5	-0.8	3	-5	5	1.9	12	-6	1.0
O=C(O)C(Cc1c[nH]c2ccccc12)N1C(=O)c2ccccc2C1=O (stereo not drawn)	-9	0	-2.5	0.1	16	-4	-3	-1.4	13	13	1.3

At a glance, part of the list above:
SMILES	Tat export inh	PKA-R2B activ	OPRM1-OPRD1 ag	phage Ecoli inh	PfHsp90 set2	PKA-R1A activ	HTR5A inv ctr	E coli growth	MOR-DOR inv ag	Mot1-301 SUMO	AddAB inh
Cc1cc(C)n2nnnc2n1	-7	1	-2.5	-0.8	3	-5	5	1.9	12	-6	1.0
O=C(O)C(Cc1c[nH]c2ccccc12)N1C(=O)c2ccccc2C1=O (stereo not drawn)	-9	0	-2.5	0.1	16	-4	-3	-1.4	13	13	1.3

Later entries
SMILES	Tat export inh	PKA-R2B activ	OPRM1-OPRD1 ag	phage Ecoli inh	PfHsp90 set2	PKA-R1A activ	HTR5A inv ctr	E coli growth	MOR-DOR inv ag	Mot1-301 SUMO	AddAB inh
Cc1cc2oc(=O)cc(-c3ccccc3)c2c(C)c1-c1ccc(C(F)(F)F)cc1	-5	3	-2.4	1.5	0	-2	1	0.2	12	·	-0.4
O=C(CCc1ccccc1)c1nnc(-c2ccccc2)o1	5	-6	2.2	2.7	-27	-8	-43	2.1	-11	27	3.2
Cc1ccc(-n2nc3ccc(NC(=O)/C=C/c4ccco4)cc3n2)cc1	-2	1	1.4	5.0	-20	10	-53	-2.1	-7	-8	0.9
CC(C)CSC1=NSC2=NC(=O)/C(=C\c3cccs3)C(=N)N12	-1	-14	-0.1	3.2	8	-4	12	-2.7	0	53	3.9
Cc1ccc(C(=O)N2CCC3(CC2)Oc2ccc(Cl)cc2C(=O)C32CC(c3ccc(Cl)cc3)=NO2)s1 (stereo not drawn)	2	-3	-3.8	1.7	-28	-1	-8	-2.9	21	-20	5.0
CCOc1ccc(N(C)S(=O)(=O)c2ccc3[nH]cc(C(=O)NCCOC)c(=O)c3c2)cc1	7	1	0.0	-1.3	8	-4	1	-2.3	0	-15	-2.2
Cc1ccc(O)c(NC(=O)C2CCCCC2)c1	6	-3	-1.8	3.1	-24	-7	8	-0.2	9	216	0.7
O=C(Oc1c(Br)cc([N+](=O)[O-])cc1Br)c1cccnc1	22	4	-0.8	13*	-3	5	6	5.9	5	-6	9.7
COc1cc(/C=N/NS(=O)(=O)c2ccc(C(C)(C)C)cc2)cc([N+](=O)[O-])c1O	-1	-15	-2.2	4.0	-70	2	2	1.7	11	12	3.8
CCOc1cccc(/C=N/N2C(C)CCCC2C)c1O (stereo not drawn)	-11	-3	2.0	3.0	28	7	7	-1.3	-9	10	0.3
O=C(C1=C[C@@H](C2CCCCC2)C[C@@H](OCc2ccc(CO)cc2)O1)N1CCN(Cc2ccc3c(c2)OCO3)CC1	19	-4	4.5	2.5	1	-1	9	0.3	-25	-23	4.5
CCOCCCNC(=S)N1CCC(C(=O)c2ccc(C)cc2)CC1	4	6	-2.0	1.8	11	-4	-6	0.9	9	22	-0.8
CCOC(=O)c1c(NC2=NS(=O)(=O)c3ccccc32)sc2c1CCC(C)C2 (stereo not drawn)	-8	-3	-4.0	1.2	-2	-3	-17	-1.9	19	2	4.7

Screens as filed in PubChem BioAssay.

Rows were taken by chance (roughly 2.2% active in at least one column).
